# NF-kB expr up = raises NF-kB expression in human neuronal cells; NF-kB reporter expression; hits give high values; fold change at 12.5 µM; 190,000 tested, 1.6% active; in the data active means fold change above about 3.3
# STAT1 inh = reduces IFN-gamma driven STAT1 reporter signal; 200,000 tested, 0.35% active; NIH 3T3 STAT1-luciferase reporter, luminescence; AID 920; inhibition, % at 5.5 µM;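 active means inhibition above a set limit, the mean inhibition across all tested compounds plus 3 SD, cut at about 34% in these data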;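 further: 0% = IFN-gamma with DMSO and 100% = IFN-gamma with 300 µM nifuroxazide; values of inactives mirror those of a sister screen read the other way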
# Hsp70 activator = switches on Hsp70 transcription. HeLa Hsp70 promoter luciferase reporter, luminescence; scaled: vehicle 0, proteasome-inhibitor control 100%. activation, % at 10 µM. 200,000 tested, 0.04% active. AID 1203;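 active means activation above the mean across all tested compounds plus 3 SD, cutoff set per campaign, cut at about 5.5% in these data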;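 further: 100% = MG132 at 30 µM as the positive control and 0% = DMSO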
# STAT3 act = increases IL-6 driven STAT3 reporter signal; activation (% of control), % at 5.6 µM; U3A cells, IL-6 STAT3-luciferase reporter, luminescence; 100% = signal with IL-6 EC80 alone; 190,000 tested, 0.91% active;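 active means activation above the screen-wide mean of compound activation plus 3 SD, cut at about 130% in these data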;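 further: 0% = background luminescence of wells with medium and substrate only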
#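 Detection: reporter luminescence signal / Assay system: STAT1-lacking human U3A cells, STAT3 luciferase reporter / Incubation: compound pre-incubation 1 h before IL-6, then 6 h stimulation at 37 °C / Control set: IL-6-only high control / Read-out: % activation relative to IL-6 control / Probe or stimulus: Interleukin-6, 33 ng/mL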
# RAM inhibit = inhibitors of the yeast RAM network; 190,000 tested, 1.8% active; S. cerevisiae dse1pr::URA3 reporter, 5-FOA growth OD615, 2 d; analog-sensitive cbk1-as2 kinase mutant strain; inhibition, % at 50 µM;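 active means inhibition above a set limit, 3 SD over mean compound inhibition, cut at about 8.4% in these data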;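 further: 0% = DMSO-only wells with no growth and 100% = 10 µM 1-NA-PP1 full growth; inhibition rescues growth on 5-FOA so higher OD means more RAM inhibition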
# APP transl inh = APP translation inhibition; 190,000 tested, 0.82% active; inhibition, % at 2 µM; AID 1285; SH-SY5Y APP 5'UTR-luciferase reporter, luminescence;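 active means inhibition above a set limit, derived from the sample mean plus 3 SD, cut at about 45% in these data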; further: values of inactives mirror those of a sister screen read the other way
# STAT3 inh = inhibitors of IL-6 induced STAT3 signaling; U3A cells, IL-6 STAT3-luciferase reporter, luminescence; host cell line lacks STAT1; inhibition, % at 5.5 µM; 190,000 tested, 0.89% active; AID 862;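 active means inhibition above the mean inhibition across all screened compounds plus 3 SD, cut at about 44% in these data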;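 further: 0% = DMSO only wells and 100% = 100 µM nifuroxazide control wells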
# FLuc inh counter = counter-screen for luciferase assay inhibitors: firefly luciferase inhibition | P08659 | 200,000 tested, 1.5% active | ATPLite firefly luciferase biochemical luminescence, 10 min | inhibition, % at 10 µM;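 active means inhibition above about 50% when tested at 10 µM, limit read from the data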
# Target sequence (P08659 whole entry, looked up): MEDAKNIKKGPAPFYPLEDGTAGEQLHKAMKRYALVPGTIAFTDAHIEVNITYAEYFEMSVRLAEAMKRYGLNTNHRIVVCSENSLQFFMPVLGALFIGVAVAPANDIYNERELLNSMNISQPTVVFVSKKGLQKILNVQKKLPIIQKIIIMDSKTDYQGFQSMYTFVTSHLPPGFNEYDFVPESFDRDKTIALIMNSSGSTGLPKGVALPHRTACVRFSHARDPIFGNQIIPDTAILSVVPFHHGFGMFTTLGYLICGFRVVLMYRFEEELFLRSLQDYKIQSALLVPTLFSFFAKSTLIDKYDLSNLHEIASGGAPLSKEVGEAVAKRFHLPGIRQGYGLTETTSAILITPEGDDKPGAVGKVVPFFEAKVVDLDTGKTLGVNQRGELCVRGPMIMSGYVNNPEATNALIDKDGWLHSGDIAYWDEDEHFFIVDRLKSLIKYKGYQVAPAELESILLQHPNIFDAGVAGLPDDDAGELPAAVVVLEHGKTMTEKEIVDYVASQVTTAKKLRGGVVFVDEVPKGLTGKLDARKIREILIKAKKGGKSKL
# APP 5'UTR act = APP 5'UTR luciferase reporter activation; SH-SY5Y APP 5'UTR luciferase reporter, luminescence; zero percent = DMSO vehicle wells; activation, % at 2 µM; 190,000 tested, 1% active;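 active means activation above a set limit, based on mean plus 3 SD of controls, cut at about 140% in these data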; further: values of inactives mirror those of a sister screen read the other way
# STAT1 act = activators of IFN-gamma induced STAT1 signaling. NIH 3T3 STAT1-luciferase reporter, luminescence; 100% = IFN-gamma alone, no compound. activation (% of control), % at 5.5 µM. 200,000 tested, 2.6% active. AID 932;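 active means activation above the screen-wide mean activation plus 3 SD, cut at about 130% in these data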;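 further: raw ratio to IFN-gamma control signal so 100% means no change and 0% no light; values of inactives mirror those of a sister screen read the other way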
# * = called active by the depositor; . = not tested or not shown.
SMILES,NF-kB expr up,STAT1 inh,Hsp70 activator,STAT3 act,RAM inhibit,APP transl inh,STAT3 inh,FLuc inh counter,APP 5'UTR act,STAT1 act
O=C(Nc1ccc(Cl)cn1)C1CCCN1S(=O)(=O)c1ccccc1 (configuration not stated),1.1,7,-0.4,99,1.6,-7,9,-6,7,93
Cc1cc(C)n2cc(CSc3ncccc3C(=O)O)nc2n1,1.3,2,-0.1,100,1.6,-1,9,-2,1,98
CC(C)CC(=O)Nc1ccc(-c2nnn(CC(=O)NCc3ccco3)n2)cc1,1.7,-33,0.4,117,2.9,-64,-12,25,64,129*
O=C(O)c1ccc2nc(CO)[nH]c2c1,1.2,1,0.0,95,2.1,-14,11,-8,14,99
Cc1ccccc1Cn1nc(C)c(NC(=O)c2nc3n(n2)C(C(F)F)CC(C)N3)c1C (configuration not stated),1.1,4,-0.1,104,-0.3,-6,-1,-3,6,97
COc1ccc(-c2noc(CCC(=O)Nc3nc4ccccc4s3)n2)cc1,1.2,-1,-0.3,106,3.6,17,-6,-1,-17,100
CC1(C)CC(=O)C=C(N=CC2=C(O)CC(C)(C)CC2=O)C1,1.1,6,-0.1,103,0.8,-24,0,-4,24,94
CCN(c1ccc2c(c1)OCO2)S(=O)(=O)c1cc(Br)cc2c1N(C(C)=O)CC2,0.66,3,-0.4,97,2.4,-21,4,-10,21,97
O=C(O)CNc1nc(Cl)ccc1[N+](=O)[O-],1.3,2,-0.1,106,0.1,-1,-4,-7,1,99
Nc1cccc(-c2cc3ccccc3oc2=O)c1,0.68,-14,-0.4,81,1.0,8,27,18,-8,112
CC(C)n1c(/N=C/c2c[nH]c3ccccc23)nc2ccccc21,1.2,-16,-0.3,99,1.2,8,5,33,-8,115
O=C(CSCCO)Nc1ccc(C23CC4CC(CC(C4)C2)C3)cc1,0.9,-18,0.1,66,1.8,9,44*,14,-9,124
COc1ccc(-c2nnc3ccc(SCc4ccccc4)nn23)cc1,0.97,3,0.4,.,4.9,7,.,-2,-7,96
O=C(CN1C(=O)S/C(=C/c2cccs2)C1=O)N1CCOCC1,0.94,0,-0.2,100,-0.3,0,0,-2,0,100
Cc1onc(-c2ccccc2Cl)c1-c1nc(-c2ccncc2)no1,0.89,-11,-0.2,101,-0.4,5,2,-3,-5,110
COC(=O)c1sc(NC(=S)NC(=O)c2cccc(C)c2)nc1C,0.86,6,0.0,100,1.4,-29,-2,50,29,95
CCN(CC)S(=O)(=O)c1cccc(NC(=O)COC(=O)/C=C/c2ccco2)c1,1.1,15,-0.2,94,6.8,11,7,0,-11,87
O=S(=O)(c1ccc2ccccc2c1)N(CC1CO1)c1ccccc1 (configuration not stated),1.2,3,-0.4,102,2.6,3,1,-4,-3,96
CCN(CC)CCCNC(=O)N[C@@H](Cc1ccccc1)C(=O)O,1.5,-8,0.0,101,1.1,-3,4,1,3,107
COc1ccc(-c2ncn(CCC#N)c2[N+](=O)[O-])cc1,1.2,1,-0.2,99,1.2,9,6,-4,-9,100
CCCCc1nc2ccccc2c(=O)n1NC(=O)c1c(O)c2ccccc2n(C)c1=O,0.82,-7,-0.3,92,2.9,-26,11,-5,26,105
O=C(CSc1nnc(Cn2nnc(-c3ccccc3)n2)n1-c1ccccc1)Nc1ccc(F)cc1,1.1,3,-0.5,97,2.1,3,3,-2,-3,97
CC(C)(C)NCC(O)COCc1ccc(Cl)cc1 (configuration not stated),1.5,6,-0.2,102,0.2,2,3,-4,-2,94
COc1ccc(CCNC(=O)c2cc(-c3ccc(C)cc3O)n[nH]2)cc1OC,0.74,-8,-0.2,96,6.3,1,5,-4,-1,107
Cc1ccc(OCC(=O)N/N=C\c2ccc(O)c([N+](=O)[O-])c2)c([N+](=O)[O-])c1,0.84,-2,-0.3,108,0.9,-5,-1,6,5,102
CCCCCCOC(=O)/C=C/c1c(C)[nH]c(=O)[nH]c1=O,1.1,3,-0.4,100,1.9,1,7,2,-1,97
CC(C)(C)c1n[nH]c(=S)n(/N=C/c2cccs2)c1=O,1.5,6,-0.4,95,0.9,17,9,-4,-17,94
COc1ccc(CNC(=O)CNS(=O)(=O)c2ccc(Cl)cc2)cc1,1.1,6,-0.1,100,1.0,-11,5,1,11,95
CCOc1ccc(NC(=O)C2CC(=O)N(CC)C(=Nc3ccc4c(c3)OCO4)S2)cc1 (configuration not stated),0.76,6,-0.3,91,2.1,-2,14,-8,2,94
C=CCn1c(C)cc(-c2csc(NC)n2)c1C,0.8,-3,-0.2,107,3.7,-25,-3,-3,25,103

# Molecules listed so far containing a furan ring, fused or not:
SMILES,NF-kB expr up,STAT1 inh,Hsp70 activator,STAT3 act,RAM inhibit,APP transl inh,STAT3 inh,FLuc inh counter,APP 5'UTR act,STAT1 act
CC(C)CC(=O)Nc1ccc(-c2nnn(CC(=O)NCc3ccco3)n2)cc1,1.7,-33,0.4,117,2.9,-64,-12,25,64,129*
CCN(CC)S(=O)(=O)c1cccc(NC(=O)COC(=O)/C=C/c2ccco2)c1,1.1,15,-0.2,94,6.8,11,7,0,-11,87

# New compounds follow
SMILES,NF-kB expr up,STAT1 inh,Hsp70 activator,STAT3 act,RAM inhibit,APP transl inh,STAT3 inh,FLuc inh counter,APP 5'UTR act,STAT1 act
CC(C)CNC(=O)c1cccc(NC(=O)C(C)C)c1,1.1,-8,-0.3,96,-0.2,-12,11,0,12,106
CC(C)(C)OC(=O)NNC(=S)NCc1ccc(Cl)cc1,1.2,-1,-0.5,95,3.7,6,7,-4,-6,101
O=C(NN1C(=O)C2CC=C(Cl)CC2C1=O)c1ccncc1 (configuration not stated),0.93,-3,-0.3,106,2.2,-4,-2,-5,5,101
CCOCC(=O)Nc1ccc([N+](=O)[O-])cc1Cl,1.2,-3,-0.2,85,1.1,-12,21,-3,12,102
CC1CCCCC1NC(=O)c1ccc(CNc2c(N3CCCC3)c(=O)c2=O)cc1 (configuration not stated),1.2,0,-0.2,103,0.3,-2,-3,-4,2,101
S=c1nc(-c2ccccc2Br)[nH][nH]1,1.2,-2,0.6,105,0.7,-59,-3,7,59,101
Cc1nn(CC(=O)N(C)Cc2ccc(F)cc2)c(C)c1[N+](=O)[O-],1,11,-0.5,98,-0.1,-12,5,1,12,90
Cc1cc(S(=O)(=O)N2CCN(c3ccccc3C)CC2)ccc1F,0.54,10,-0.4,98,5.8,0,3,-10,0,91
CC1CCC2(CC1)NC(=O)N(CC(=O)Nc1ccccc1-c1ccccc1)C2=O (configuration not stated),1.1,0,0.2,110,-0.1,4,-3,-7,-4,100
Fc1ccc(NCc2nnc(SCc3nnc(-c4ccccc4)o3)n2CC2CCCO2)cc1 (configuration not stated),0.85,6,-0.2,98,-0.1,-7,6,-6,7,95
Cc1cc(C)n2nc(/C(C#N)=C/c3ccccn3)c(C#N)c2n1,1.6,3,0.0,92,0.4,18,17,-6,-18,97
Cc1ccc(CNC(=O)c2ccc(Br)o2)cc1,1.2,-9,0.1,110,0.8,-8,-8,3,8,108
CCOC(=O)COc1ccc(S(=O)(=O)Nc2ccc3c(c2)OCO3)cc1,1.1,0,-0.1,103,1.7,7,1,-1,-7,100
Cc1ccc(C(=O)Nc2cccc([N+](=O)[O-])c2)cc1S(=O)(=O)Nc1ccc(NC(=O)c2ccccc2)cc1,0.68,1,-0.4,89,5.8,1,14,-3,-1,99
CC12CCC(C(=O)NCCCn3ccnc3)(OC1=O)C2(C)C (configuration not stated),1.1,2,0.3,101,1.7,7,1,-5,-7,99
O=C(CCCc1nc2ccccc2s1)Nc1nccs1,1,-3,0.0,95,3.2,-7,11,4,7,103
CC(=O)/C(=C/c1ccccc1)C(=O)Nc1ccccc1C,1.1,12,0.1,92,3.3,-6,14,-6,6,87
O=C(Cn1cnc2c(cnn2-c2ccc(F)cc2)c1=O)N1CCCc2ccccc21,0.68,-4,-0.5,85,0.0,-19,20,4,19,104
CCC(=O)c1ccc(OCc2ccc(C(=O)c3ccccc3)cc2)cc1,0.87,27,-0.5,62,3.1,2,50*,-2,-2,73
Cc1cccc(C)c1N(CC(=O)Nc1cccc(N(C)S(C)(=O)=O)c1)S(C)(=O)=O,0.92,-3,-0.3,105,1.5,-10,1,-4,10,103
Cc1cc(C(=O)COC(=O)CN(C)S(=O)(=O)c2ccc(Cl)cc2)c(C)n1Cc1cccs1,1.1,-6,0.1,96,1.1,-10,8,3,10,106
Cc1nn(-c2ccccc2)c(N2CCCC2)c1/C=N/O,0.97,3,-0.2,107,-0.5,-25,-3,1,25,98
Cc1c(C=O)c2ccccc2n1CC(=O)NCc1ccccc1,1,16,-0.3,107,1.2,11,-6,-6,-11,85
CCC(C)NC(=O)C1CCC(=O)N(c2cc(OC)c(OC)c(OC)c2)C1c1ccc(OC)cc1 (configuration not stated),1.2,6,-0.3,100,0.9,-1,4,-10,1,94
O=Cc1ccc(N2CCCCC2)cc1,1,-9,-0.3,97,0.6,-16,7,2,16,107
COc1cc(OC)cc(C(=O)Nc2nnc(-c3cccnc3)o2)c1,1.1,1,0.1,92,3.3,-3,18,-1,3,98
C/C(=N/NS(=O)(=O)c1ccccc1)c1ccc(Cl)cc1,1.3,-5,-0.5,101,-1.1,7,2,-3,-7,102
CC1=NNC(=O)C1CC(=O)N/N=C(\C)c1cccs1 (configuration not stated),1.1,2,-0.2,102,2.1,6,0,-4,-6,97
OC(CNCc1cccc(Cl)c1)c1ccccc1 (configuration not stated),1.1,-13,-0.5,100,1.3,1,5,-10,-1,109
O=S(=O)(c1ccccc1Br)N1CCC(O)(c2cccnc2)CC1,1,8,0.0,86,0.2,3,21,-6,-3,91
CCO[C@@H]1OC(C(=O)N2CCN(Cc3ccc4c(c3)OCO4)CC2)=C[C@H](c2ccc3c(c2)OCO3)[C@H]1CCCO,0.73,-1,-0.1,.,1.9,-10,.,-4,10,103
NC(=O)NC(=O)COC(=O)c1ccc(Cl)c(S(=O)(=O)N(Cc2ccccc2)c2ccc(Cl)cc2)c1,1,-4,-0.2,100,10*,6,4,-7,-6,104
Cc1oncc1-c1csc(-c2ccccc2)n1,2.3,-40,-0.2,93,-1.0,-56,12,5,56,137*
O=C1NC(c2ccccc2)=NC1(Nc1ccccn1)C(F)(F)F (configuration not stated),0.94,8,-0.3,100,0.9,-4,0,-7,4,93
O=C(Nc1nc2ccccc2c(=O)[nH]1)c1ccccc1SCc1ccccc1,1.1,-3,0.3,99,3.7,-10,6,-3,10,100
N#C/C(=C\c1ccco1)C(=O)Nc1ccc(S(N)(=O)=O)cc1,1.1,-9,0.0,102,4.6,-14,3,-4,13,108
CCC(NS(=O)(=O)c1ccc(OC)cc1)C(=O)NCCC1=CCCCC1 (configuration not stated),1.1,9,-0.3,100,1.4,-11,7,-2,11,92
O=C1NC2=C(C(=O)CCC2)C(c2ccc3ncccc3c2)N1 (configuration not stated),0.97,-8,0.1,98,-0.6,-8,6,-8,8,107
CC1=NNC(=O)C1CCC(=O)N/N=C/c1ccco1 (configuration not stated),1.3,0,-0.3,105,1.2,2,-4,-5,-2,99
O=C(NCc1ccco1)c1cc(S(=O)(=O)N2CCCc3ccccc32)ccc1Cl,1.2,7,0.1,108,2.0,-3,-3,-2,3,93
Cc1ccc(OCc2ccc(C(=O)NCc3cccnc3)cc2)cc1C,1.1,-6,-0.1,94,-0.9,-15,11,-7,15,102

# Source: PubChem BioAssay
